High-throughput results (PubChem)
NCI-60 one-dose screen, 48 h, at 10 µM unless noted. Numbers give growth in % (100 = growth as untreated, 0 = no growth, -100 = all killed).
ACHN: ACHN renal cancer. 81,000 tested, 4.9% active
RXF 393: RXF 393 renal cancer cells | 77,000 tested, 6.9% active | AID 1794773
CAKI-1: CAKI-1 renal cancer. 75,000 tested, 4.7% active
PC-3: PC-3 prostate cancer cells | 80,000 tested, 3.9% active
SN12C: SN12C renal cancer cells; 81,000 tested, 3.8% active
TK-10: TK-10 renal cancer cells. 81,000 tested, 3.9% active. AID 1794769
786-0: 786-0 renal cancer cells; 81,000 tested, 5.1% active; AID 1794775
A498: A498 renal cancer cells; 76,000 tested, 5.4% active
UO-31: UO-31 renal cancer | 81,000 tested, 5.2% active | AID 1794768
The depositor's hits bear a star; / = no result given; & = joins results of further samples. The calls were made as follows: active = growth percent below 10; inactive = the rest.

SMILES,RXF 393,CAKI-1,A498,ACHN,TK-10,SN12C,786-0,UO-31,PC-3
NS(=O)(=O)c1ccc(NS(=O)(=O)c2c(O)c3cc(Cl)ccc3oc2=O)cc1,/,87,90,98,116,102,102,73,95
Clc1ccc(Nc2n[nH]c(-c3ccccc3)n2)c(Cl)c1,93,53,33,78,127,87,97,53,76
O=C(/C=C\c1ccc(Br)cc1)c1ccccc1,123,95,79,95,82,89,84,84,96
CCOc1ccccc1C(=O)N1CCN(c2cc(Cl)cc(Cl)c2)CC1,41,/,6.4*,22,56,26,14,25,11
Cc1cc(C)n(-c2nc(-c3cc4ccccc4oc3=O)cs2)n1,116,87,104,92,95,95,94,70,90
CCCCCOC(=O)Nc1nc(=O)n([C@@H]2O[C@H](CO)[C@@H](O)C2(F)F)cc1F,102,72,106,27,84,97,42,56,66
NS(=O)(=O)c1ccc(NC(=O)CCS(=O)(=O)c2ccccc2)cc1,120,99,121,114,102,108,103,86,104
O=C(c1ccc(Cl)cc1Cl)C(Cl)Cl,111,99,100,115,106,100,100,86,103
CCN1C(=O)/C(=C/N2N=C(c3ccc(Cl)cc3)CC2c2ccc(OC)cc2)SC1=S (configuration not stated),92,92,64,94,102,86,76,71,79
COC1=CC(c2ccc[nH]2)=N/C1=C\c1[nH]c(C)c(C(=O)CCCCC(=O)NC(C)(C)C)c1C,-47*,34,/,72,-18*,55,/,18,-31*
COc1ccc(C(=O)N2c3ccccc3Sc3ccccc32)c(C(F)(F)F)c1,15,32,8.7*,32,57,40,39,40,15
C[C@]12CC[C@@H]3c4cc([N+](=O)[O-])c(O)cc4CC[C@H]3[C@@H]1CC[C@@H]2NS(=O)(=O)c1cccc(C(F)(F)F)c1,77,79,108,64,90,101,73,42,66
C=CC(=O)N[C@H](/C=C/C(=O)OCC)Cc1ccc(-c2cc(Cl)cc(Cl)c2)cc1,/,79,/,90,89,89,96,57,61
Oc1c(Cc2ccccc2)nc2c(-c3nc4ccccc4s3)c(Nc3ccccc3)[nH]n12,108,85,85,94,143,96,106,74,97
CCOC(=O)c1c2c(c(C)n1C)-c1nn(C)cc1CC2,72,71,130,84,104,89,92,63,95
Oc1nc(Nc2ccc(Cl)cc2)sc1C=Nc1ccc(Cl)cc1,111,96,104,91,108,101,102,91,/
O=C(Oc1ccc(CCl)cc1)c1ccccc1,-91*,-96*,-87*,-92*,-96*,-85*,-92*,-93*,-91*
Cc1ccc(CN(Cc2ccc(-c3ccccc3S(C)=NC#N)cc2)C(=O)c2ccccc2Cl)cc1 (configuration not stated),81,68,74,79,/,83,90,60,60
O=C1c2cccc3cccc(c23)C(=O)N1N1C(=O)c2cccc3c(-c4ccc(Cl)cc4)ccc(c23)C1=O,114,91,99,101,113,101,104,80,107
CCCCCCCCCCCCCCCc1ccc(Cl)c(O)c1Cl (tested in a mixture with another compound),106,95,125,108,115,90,107,94,90
CCN(CC)c1ccc(/C=C(\C#N)c2cc3ccccc3[nH]2)cc1,94,42,53,71,/,69,80,81,77
Cc1ccc(S(=O)(=O)N/N=C/C=N/NS(=O)(=O)c2ccc(C)cc2)cc1,104,102,91,107,108,100,103,98,95
CCCC/C=N\NC(=O)C[N+](C)(C)C,97,98,77,109,103,98,101,103,95
CC(C)c1ccc2nc3ccc(C(=O)NCCN4CCN(c5ccccc5)CC4)cn3c(=O)c2c1,3.1*,63,82,72,94,70,34,50,56
O=C1NC(=S)S/C1=C/c1ccc(OCc2cn(-c3ccc(S(=O)(=O)Nc4nccs4)cc3)nn2)cc1,116,101,101,100,97,100,102,89,104
COc1ccc(Cl)cc1NC(N)=S,112,97,96,110,90,105,102,97,93
CCN(CC)CCC(=O)c1cccc2ccccc12,102,91,101,99,109,102,102,88,95
C=CC(=O)NCCSSCCNC(=O)C=C,108,111,91,105,107,104,101,83,89
O=c1oc2ccccc2c(O)c1Sc1c(O)c2ccccc2oc1=O,126,108,101,96,99,100,104,79,90
CS(=O)(=O)Nc1ccc([N+](=O)[O-])cc1Oc1ccccc1,/,79,92,/,117,/,98,82,95
CCCCCCC(C)[N+](=O)[O-] (configuration not stated),120,100,/,113,106,99,103,88,101
c1cnc(NCc2nnc(-c3cccs3)o2)nc1,102,103,103,106,100,105,104,84,94
COc1ccc(Nc2c3ccccc3nc3ccccc23)cc1,28,10,42,-11*,52,30,44,7.7*,33
O=c1ccc(-c2nc(N3CCOCC3)c3ccccc3n2)c[nH]1,103,96,/,93,87,95,97,83,94
O=C1S/C(=C\c2ccc(Br)cc2)C(=O)N1Cc1cc2ccccc2nc1Cl,114,93,90,101,103,92,102,89,92
CCOC(=O)C(CCc1ccccn1)c1ccccc1 (configuration not stated),112,88,99,109,107,104,108,96,100
c1cncc(-c2nc3cc4nc5ccccc5[nH]c4cc3n2)c1,112,106,95,90,110,103,99,80,75
O=C(O)C(=Cc1ccc(Br)cc1)C(=O)O,100,97,77,109,107,107,91,97,94
Cc1ccc(S(=O)(=O)N(C)CCC#N)cc1,105,99,107,106,/,108,101,105,98
CCOc1ccc(-c2cc(C3(S(=O)(=O)c4ccc(C)cc4)CC=CC3)on2)cc1,94,83,72,87,94,87,102,81,75

Arranged by formula weight (smallest number first): some entries from above
SMILES,RXF 393,CAKI-1,A498,ACHN,TK-10,SN12C,786-0,UO-31,PC-3
CCCCCCC(C)[N+](=O)[O-] (configuration not stated),120,100,/,113,106,99,103,88,101
CCOC(=O)C(CCc1ccccn1)c1ccccc1 (configuration not stated),112,88,99,109,107,104,108,96,100
c1cncc(-c2nc3cc4nc5ccccc5[nH]c4cc3n2)c1,112,106,95,90,110,103,99,80,75
COc1ccc(Nc2c3ccccc3nc3ccccc23)cc1,28,10,42,-11*,52,30,44,7.7*,33
O=c1ccc(-c2nc(N3CCOCC3)c3ccccc3n2)c[nH]1,103,96,/,93,87,95,97,83,94

More results
SMILES,RXF 393,CAKI-1,A498,ACHN,TK-10,SN12C,786-0,UO-31,PC-3
Nc1nccc2c1ccn2-c1cccc(NC(=O)Nc2ccc(Cl)c(Cl)c2)c1,81,82,74,58,/,76,88,80,61
O=C1Cc2ccccc2C(=O)N1Nc1ccccc1,115,85,101,92,103,90,100,72,98
O=S(=O)(O)c1ccc(-c2ccc(S(=O)(=O)O)cc2)cc1,117,101,98,111,105,105,105,93,101
CCCC(=O)CC(C)=O.CCCC(=O)CC(C)=O.[Cu],122,103,122,105,/,110,104,102,76
COC(=O)[C@H]1O[C@@H](n2cnc3c(=O)[nH]cnc32)[C@H](O)[C@@H]1O,127,103,/,103,109,104,105,104,104
CCCCNC(=O)Oc1ccc(/C(=C(\C)c2ccccc2)c2ccc(OCCN(CC)CC)cc2)cc1,53,82,65,88,88,83,67,44,60
CC(=O)Nc1ccc(S(=O)(=O)Nc2ccc(S(=O)(=O)c3ccc(NS(=O)(=O)c4ccc(NC(C)=O)cc4)cc3)cc2)cc1,108,96,98,100,97,/,94,92,78
O=C1OC(c2ccccc2)(N(Nc2ccccc2)c2ccccc2)c2ccccc21 (configuration not stated),104,84,88,95,106,89,99,95,64
O=c1nc(NCc2cccc(Cl)c2)sc2ccccc12,90,72,125,96,118,91,88,69,92
Cc1ccn2c(C(C)O)nnc2c1 (configuration not stated),108,100,87,100,98,103,96,100,91
Cc1ccccc1C(c1ccccc1)c1ccccc1C,/,88,84,94,100,97,99,79,83
CC(=O)N(C)c1cc([N+](=O)[O-])ccc1OCc1ccccc1,116,90,106,101,104,103,105,94,94
NNC(=O)C(N)=O,105,101,101,96,112,123,92,99,104
Cc1ccc(-c2cc3nc(C(Cl)Cl)nc(-c4cccnc4)n3n2)cc1,/,2.7*,37,1.7*,6.8*,55,70,36,-4.0*
O=C(NNC(=O)c1ccc2ccccc2c1)c1cccc(F)c1,113,110,103,112,100,99,91,96,107
O=C(CC(C(=O)c1ccccc1)N1CCOCC1)c1ccccc1 (configuration not stated),/,100,90,97,91,87,99,90,99
CCOC(=O)CC1CSC(N/N=C(\C)c2ccc3ccc(OC)cc3c2)=N1 (configuration not stated),101,91,80,107,89,95,102,79,91
Ic1ncnc2c1ncn2C1CCCCO1 (configuration not stated),93,114,119,99,121,98,104,96,88
CC/C(=C(\CC)c1ccc(O)c(CN(CC)CC)c1)c1ccc(O)c(CN(CC)CC)c1,71,79,/,104,92,79,58,59,83
CC(C)CNC(=O)c1c(N)n(CCc2ccccc2F)c2nc3ccccc3nc12,101,96,88,88,110,90,100,76,93

Part of the list above, with values under each structure.
Second line of a record: RXF 393	CAKI-1	A498	ACHN	TK-10	SN12C	786-0	UO-31	PC-3
Ic1ncnc2c1ncn2C1CCCCO1 (configuration not stated)
→ 93	114	119	99	121	98	104	96	88
CC/C(=C(\CC)c1ccc(O)c(CN(CC)CC)c1)c1ccc(O)c(CN(CC)CC)c1
→ 71	79	/	104	92	79	58	59	83

Further records follow:
SMILES,RXF 393,CAKI-1,A498,ACHN,TK-10,SN12C,786-0,UO-31,PC-3
O=C(c1c[nH]c2ccccc12)c1n[nH]c(=S)n1Cc1ccccc1,100,81,101,100,98,94,98,86,97
Cc1cc(C)nc(NS(=O)(=O)c2ccc(N/C(N)=N/c3nccc(-c4ccccc4)n3)cc2)n1,/,44,71,62,76,74,72,35,65
COc1cc2c3c(c4c5ccccc5[nH]c4c2c(OC)c1OC)C(=O)N(CCN1CCOCC1)C3=O,49,41,54,35,76,48,56,52,48
O=C1C=CC(=O)N1CO,168,117,113,108,114,99,113,89,102
Cc1c(C(=O)Nc2ccccc2)sc2c(=O)[nH]c(C(F)(F)F)nc12,134,84,99,99,106,111,106,79,96
Cc1c(C(N)=O)sc2ncn(CCO)c(=O)c12,77,/,119,112,52,109,105,96,76
COC(=O)C1=C(C(=O)c2ccco2)C(c2cc(OC)c(OC)c(OC)c2)C(C#N)=C(N)O1 (configuration not stated),108,87,99,105,103,92,103,89,100
CCCCOc1nc2ccc(C)cc2cc1/C=C/c1cc(/C=C/c2cc3cc(C)ccc3nc2OCCCC)n(-c2ccccc2)n1,116,93,116,110,103,101,104,77,86
N#CC1=C(Nc2ccccc2Cl)SC(c2ccncc2)NC1=O (configuration not stated),109&93,82&85,123,110&99,120&109,101&95,105&103,83,110&94
Cc1c(C(=O)C(SC(=S)N2CCCCC2)SC(=S)N2CCCCC2)nnn1-c1ccc(Cl)cc1,124,90,107,101,111,96,102,84,82
Cc1ccc2c(n1)C(=O)C(Br)=C(c1cccc(Cl)c1)C2=O,80,94,/,68,121,81,101,85,90
CCN1C2=C(Sc3ssc(=S)c31)SC1c3cccn3CCN1C2=O (configuration not stated),111,100,104,92,115,106,109,77,88
COc1ccc(/C=C/c2c(C(N)=O)c(C)nc3ccccc23)cc1,99,84,94,95,124,96,104,75,89
NC(=O)NCSCNC(N)=O,103,104,115,105,110,99,107,82,101
COc1cc(C(=O)Nc2cccc(C3CC(=O)c4c(cc(OC)c(OC)c4OC)O3)c2)cc(OC)c1OC (configuration not stated),99,96,76,80,103,85,95,46,69
Nc1[nH]nc2nc3n(c(=O)c12)-c1ccccc1Sc1ccccc1-3,105,77,129,87,110,91,99,63,93
C[C@]12CCC(=O)C=C1C=CC1C2CC[C@@]2(C)C1CC[C@@]21CCC(=O)O1 (some centres not stated),104,87,92,90,88,101,94,61,89
O=C(CSc1nc2ccccc2c(=O)n1-c1ccccc1)Nc1cccc(C(=O)/C=C/c2ccccc2)c1,83,86,98,102,107,98,98,76,90
COc1ccc(/C(=C/c2cc(OC)c(OC)c(OC)c2)[N+](=O)[O-])cc1,-85*,/,87,-74*,-1.7*,5.6*,-44*,-69*,35
Clc1ccc(/C=N/N=C/c2ccc(Cl)cc2)cc1,103,106,86,105,89,100,110,99,97
O=S(=O)(Nc1ncccn1)c1ccc(-n2c(-c3ccc(Br)cc3)nc(-c3ccccc3)c2-c2ccccc2)cc1,/,24,-1.3*,39,57,36,34,20,22
Cc1ccc(NC(=O)NNC(=O)/C=C/c2cn(-c3ccccc3)nc2-c2ccccc2)cc1,93,94,96,105,109,101,101,83,92
CC(C)NC(=O)OCC#CCOC(=O)NC(C)C,113,92,104,108,99,102,102,80,97
O=C(CSc1nnc(-c2c[nH]c3ccccc23)n1-c1ccccc1)Nc1ccc(C(=O)/C=C/c2ccc(Cl)cc2)cc1,/,68,91,68,92,83,94,46,59
COC(=O)C1=C(C)NC(C)=C(C(=O)OCC(C)C)C1c1ccccc1[N+](=O)[O-] (configuration not stated),70,22,50,27,81,64,59,28,36
CC(=O)O[C@H]1CC[C@]2(C)[C@H]3CC[C@@H]4[C@H]5[C@H](C(C)C)CC[C@]5(C(=O)NCCN(CCN=C(N)N)CCN=C(N)N)CC[C@@]4(C)[C@]3(C)CC[C@H]2C1(C)C,151,106,139,97,115,93,93,81,85
COC1OC2COC(c3ccccc3)OC2C(OS(=O)(=O)c2ccc(C)cc2)C1OS(=O)(=O)c1ccc(C)cc1 (configuration not stated),95,83,115,119,102,100,102,94,112
C#CCOc1ccc(C2=NN(C(C)CC)C3N=C(Cl)c4ncn(C(C)CC)c4N23)cc1OCC#C (configuration not stated),91,92,89,94,102,95,103,81,85
O=c1[nH]c2cc(Cl)c(Cl)cc2n2cc3cccnc3c12,127,131,107,89,97,80,109,57,97
